Compound activity deposited in PubChem by National Center for Advancing Translational Sciences (NCATS).
BLM helicase inh – blocks DNA unwinding by human BLM helicase; P54132; recombinant BLM DNA unwinding, fluorescence dequenching; Potency, µM (doses to about 56.1 µM), for the others: at the top dose activity change, negative = inhibition, hits mostly inhibitors; hit rate 0.2% among 350,000;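 note: potency is the fitted concentration of half-maximal effect; plate controls were vehicle for no effect and no enzyme for full effect; nearly all actives have a fitted effect of over 35% in size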
POLK inh – inhibitors of human DNA polymerase kappa | Potency, µM (series often up to 107 µM), for inactives: top-dose activity, negative = inhibition, actives largely listed as inhibitors | AID 588579 | hit rate 0.53% among 400,000 | purified Pol kappa, fluorescent DNA synthesis assay, 10 min; note: potency is the fitted concentration of half-maximal effect; % is set by controls: 0 for no effect and ±100 for the full control effect
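10 nM Pol kappa preincubated 15 min at room temperature with compounds, then reaction started with substrate at 50 nM final. Fluorescence read kinetically at 0 and 10 min; buffer-only wells served as negative control.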
POLI inh – DNA polymerase iota (human) inhibition. Pol iota fluorescent replication assay, 10 min. Potency, µM (doses to about 115 µM), for inactives: top-dose activity, negative = inhibition, most hits filed as inhibitors. hit rate 1% among 390,000; note: potency is the fitted concentration of half-maximal effect
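Fluorescent replication assay read twice, at 0 min and 10 min after adding 50 nM (final) substrate. Enzyme (10 nM) and compounds were first incubated 15 min at room temperature; enzyme-free buffer wells were negative controls.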
TRHR ag – TRH receptor (human) agonism; TRHR cells, calcium flux fluo-8, FDSS agonist mode; activation, % at 2 µM; hit rate 0.18% among 360,000; AID 493084; in the data active = activation above about 30%; note: 0% is about no effect
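TRHR-expressing cells loaded with fluo-8 calcium dye; 23 nL library compound pin-transferred, kinetic FDSS fluorescence (Ex 480/Em 530) recorded about 180 s for agonist-induced calcium release, before a 10 nM TRH EC20 addition for potentiator mode.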
APE1 inh – inhibitors of human APE1 endonuclease; recombinant APE1, TAMRA/BHQ-2 abasic DNA cleavage fluorescence; AID 2517; hit rate 0.35% among 350,000; Potency, µM (titrated, usually from 65.8 µM), for inactives: at the top dose activity change, negative = inhibition, most hits filed as inhibitors; P27695;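 note: potency is the fitted concentration of half-maximal effect; plate controls were vehicle for no effect and reference inhibitor for full effect; nearly all actives have a fitted effect of over 55% in size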
Target sequence (P27695 whole entry, looked up): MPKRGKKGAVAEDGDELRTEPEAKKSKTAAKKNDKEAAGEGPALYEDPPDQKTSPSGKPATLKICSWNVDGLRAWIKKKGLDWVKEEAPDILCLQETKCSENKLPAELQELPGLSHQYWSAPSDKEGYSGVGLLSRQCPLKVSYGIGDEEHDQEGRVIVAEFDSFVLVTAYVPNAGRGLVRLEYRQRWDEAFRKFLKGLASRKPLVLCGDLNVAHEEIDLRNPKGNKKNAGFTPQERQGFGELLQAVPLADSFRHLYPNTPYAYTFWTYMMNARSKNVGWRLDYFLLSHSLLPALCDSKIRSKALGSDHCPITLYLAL
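Compound pre-exposure to 0.75 nM APE1, 15 min at ambient temperature. Reaction initiated with 50 nM TAMRA/BHQ-2 THF substrate, read immediately in kinetic mode, 525 nm excitation, 598 nm emission.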
Pol beta inh – DNA polymerase beta (human) inhibition; P06746; Pol beta primer extension/strand displacement, fluorescence kinetic; Potency, µM (top dose mostly 114 µM), inactives show top-dose activity change, negative = inhibition, most hits filed as inhibitors; hit rate 1.3% among 340,000; note: potency is the fitted concentration of half-maximal effect; % is set by controls: 0 for no effect and ±100 for the full control effect
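10 nM enzyme + cpd, 15 min RT; start with substrate 50 nM final; read 0 min and after 10 min RT. Corrected, normalized data; 4-parameter Hill curve fit.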
ERG Ets-DNA blk – ERG Ets/DNA interaction inhibition. hit rate 0.028% among 370,000. fluorescence polarization, His-ERG Ets domain / labelled DNA. Potency, µM (top dose mostly 76.9 µM), for the others: at the top dose FP activity, negative = inhibition, usual class: inhibitors. P11308; active = well fitted inhibition curve with a large enough effect in the polarisation, with a control signal flat; inconclusive = small, poorly fitted or top-dose-only effect, or effect the other way, or a change in a side signal; inactive = no such curve, though single readings can be large or run the other way; the % refers to the polarisation;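 note: polarization taken with two DNA probes labelled with fluorescein and Texas red; potency is the fitted concentration of half-maximal effect; % of control where 0% means no effect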
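His-tagged ERG Ets domain (1 uM in the protein solution; 300mM KCl, 50mM Tris-HCl, 1mM EDTA, 1mM DTT, pH 7.5) received compound, then a probe mix of 5 nM fluorescein-DNA and 100nM Texas-615-DNA. Fluorescence polarization was read for both dyes.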
12-LOX inh – ALOX12 (human) lipoxygenase inhibition; purified 12hLO, xylenol orange hydroperoxide absorbance; Potency, µM (series often up to 108 µM), for the others: at the top dose activity change, negative = inhibition, hits mostly inhibitors; hit rate 1.1% among 580,000; note: potency is the fitted concentration of half-maximal effect; % is set by controls: 0 for no effect and ±100 for the full control effect
Target sequence (P18054 whole entry, looked up): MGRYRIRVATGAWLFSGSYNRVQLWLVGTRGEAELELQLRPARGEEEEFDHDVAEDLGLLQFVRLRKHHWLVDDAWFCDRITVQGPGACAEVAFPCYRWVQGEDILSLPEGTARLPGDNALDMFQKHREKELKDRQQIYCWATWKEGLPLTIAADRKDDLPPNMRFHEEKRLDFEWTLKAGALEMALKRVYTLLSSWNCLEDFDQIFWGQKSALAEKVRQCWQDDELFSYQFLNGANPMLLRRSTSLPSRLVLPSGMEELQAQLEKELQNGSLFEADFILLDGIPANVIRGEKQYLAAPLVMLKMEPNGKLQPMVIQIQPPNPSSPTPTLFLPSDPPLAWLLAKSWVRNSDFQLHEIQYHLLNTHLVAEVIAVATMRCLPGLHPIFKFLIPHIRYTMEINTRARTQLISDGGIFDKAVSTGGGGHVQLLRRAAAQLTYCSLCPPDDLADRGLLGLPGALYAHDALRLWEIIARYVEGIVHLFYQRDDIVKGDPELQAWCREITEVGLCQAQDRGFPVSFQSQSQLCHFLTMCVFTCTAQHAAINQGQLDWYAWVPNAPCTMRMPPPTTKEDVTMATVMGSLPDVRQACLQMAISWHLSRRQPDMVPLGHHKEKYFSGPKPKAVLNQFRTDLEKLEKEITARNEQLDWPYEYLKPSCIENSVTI
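Purified human 12hLO at 150 nM in 25 mM Hepes, 0.01% Triton X-100, pH 7.0, preincubated 15 min at room temperature with compound. Reaction started with 40 uM arachidonic acid, 30 min at room temperature. Hydroperoxide measured by Fe-xylenol orange, 573/405 nm absorbance ratio.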
Anesthetic bind – candidate novel general anesthetic via apoferritin binding; Potency, µM (series often up to 77.5 µM), for the others: at the top dose activity change, negative = displacement, most hits filed as inhibitors; apoferritin/1-aminoanthracene competitive binding, fluorescence; P02791; hit rate 0.074% among 350,000; AID 485281; note: potency is the fitted concentration of half-maximal effect; % is set by controls: 0 for no effect and ±100 for the full control effect; nearly all actives have a fitted effect of over 20% in size
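10 uM apoferritin + 50% sat. 1-AMA, PBS; cpd 10 min RT; Ex380/Em535 endpoint; normalized to free probe vs complex; 4-param Hill fit; propofol titration as pos. ctrl.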
* = called active by the depositor; i = inactive; ? = inconclusive; / = no result given; [ ] = another dose, or the depositor's remark. Unless noted, calls come from the whole dose curve; as a rule, active = well fitted curve in the direction sought with a large enough effect; inconclusive = small, poorly fitted or top-dose-only effect, or another doubt; inactive = no such curve, though single readings can be large; an effect the other way counts as inactive or inconclusive. Not all compounds are listed; count on the stated rates, not on these rows.

SMILES	BLM helicase inh	POLK inh	POLI inh	TRHR ag	APE1 inh	Pol beta inh	ERG Ets-DNA blk	12-LOX inh	Anesthetic bind
O=C(CCCC(=O)N(c1ccc2c(c1)OCCO2)C(C(=O)NC1CCCCC1)c1ccc(Cl)cc1)Nc1ccccn1 (centres undefined)	-2%	-5%	3%	-0.5	-5%	-6%	/	5%[57.4 µM]	3%
COc1ccc(S(=O)(=O)NCC(c2ccc(N(C)C)cc2)N2CCOCC2)cc1 (centres undefined)	-2%	-1%[60.1 µM]	6%	0.1	/	-1%	-1%	-6%	9%
CCCCOc1ccc(S(=O)(=O)NNC(=O)c2cc3ccccc3o2)cc1	6%	-7%	11%	-0.6	6%	8%	-6%	?	-17%
Cc1ccc(C(=O)N2CCC3(CC2)Oc2ccc(Cl)cc2C(=O)C32CC(c3cccnc3)=NO2)s1 (centres undefined)	-4%	12%	-9%	0.4	-2%	5%	-8%	5%	-15%
COc1ccc(CNC(=O)c2ccc(N3CCOCC3)c([N+](=O)[O-])c2)cc1	-6%	3%	-7%	0.5	-1%	19%	-12%	0%	-16%
O=C(Cn1nc(Cc2cccnc2)c2ccccc2c1=O)Nc1ccc(F)c(Cl)c1	-8%	-5%	-22%	-1.4	/	8%	4%	-16%	-9%
c1csc(-c2cn3c(n2)SCC3)c1	-7%	-4%	8%	0.2	13%	16%	1%	0%	-19%
COc1ccccc1NS(=O)(=O)c1cccc(C(=O)NCc2ccccn2)c1	0%	-7%	15%	0.2	10%	30%	-3%	0%	-4%
Cc1cc(C)cc(N(CC(=O)NC2CCCC2)C(=O)CCC(=O)Nc2nc(C)cs2)c1	-3%	3%	42%[activator]	-0.2	70%[activator]	3%	12%	-11%	-20%
COc1ccc(NC(=O)CSc2nnc(CNC(=O)c3cccs3)o2)c(OC)c1	0%	-11%	13%	0.5	0%	17%	-1%	4%	-5%
COC(=O)COc1nsnc1N1CCOCC1	-2%	0%	0%	0.3	3%	-29%	-2%	3%	-15%
O=C(/C=C/c1ccccc1)N/C(=C/c1ccccc1)C(=O)N1CCOCC1	2%	-2%	23%	-0.3	1%	-15%	2%	2%	-9%
CCOC(=O)C1CCN(C(=O)CCS(=O)(=O)c2ccc3c(c2)CCN3C(=O)CC)CC1	-1%	-16%	12%	-1.3	8%	-11%	-13%	1%	-3%
CCC(=O)Nc1cccc(C2=NOC3(C2)C[C@@H](C(N)=O)N(C(=O)c2cc([N+](=O)[O-])cc([N+](=O)[O-])c2C)C3)c1 (some centres undefined)	-5%	-6%	0%	-1.0	3%	-27%	-10%	-15%	-7%
Cc1[nH]c2ccccc2c1C(=O)CN1C(=O)NC2(CCCCCC2)C1=O	/	2%	25%	1.8	-8%	/	5%	8%	/
C=CCn1c(SCC(=O)Nc2sccc2C(N)=O)nc2ccc(Cl)cc2c1=O	-6%	-19%	-11%	1.3	11%	14%	-2%	0%	-20%
O=C1C2C(c3ccccc3)CC=CC2C(c2cccc([N+](=O)[O-])c2)N1Cc1ccccc1 (centres undefined)	-9%	-1%	-13%	/	-6%	/	/	/	-22%
Cc1cccc(-c2noc(-c3cc4ccccc4oc3=O)n2)c1	-1%	-12%	10%	/	12%	74%	4%	0%	-16%
CC1CCCN(c2ccc([N+](=O)[O-])cc2C(=O)c2ccccc2)C1 (centres undefined)	-4%	-15%	17%	-1.4	-2%	0%	1%	-9%	-20%
Cc1cccn2c(=O)c(/C=C(\C#N)S(=O)(=O)c3ccc(Cl)cc3)c(N3CCC(C(N)=O)CC3)nc12	-7%	-2%	-9%	2.2	-3%	-12%	18%	?	47%[activator]
Cc1c(C)c2cc(Cl)c(O)c(CN3CCCC(C)C3)c2oc1=O (centres undefined)	-11%	11%	6%	0.0	0%	-3%	-7%	0%	423%[activator]
Cc1occc1C(=O)NCCc1cccc(Cl)c1	-9%	-2%	-1%	-0.3	0%	1%	4%	284%[activator]	-23%
O=C(Nc1cccc(S(=O)(=O)NC2=NCCC2)c1)c1ccccc1F	/	-10%	53%[activator]	/	50%[activator]	/	0%	0%	/
Cn1c(=O)[nH]c(=O)c2c1nc(N1CCN(Cc3ccccc3)CC1)n2CCSc1ncccn1	-2%	-15%	7%	-0.2	-1%	22%	-2%	-23%	0%
COc1ccc2c(c1)CCc1c-2n[nH]c1C(=O)NCCC(C)C	-5%	-21%[60.1 µM]	-29%	-1.4	12%	0%	12%	21%	-9%

Next records:
SMILES	BLM helicase inh	POLK inh	POLI inh	TRHR ag	APE1 inh	Pol beta inh	ERG Ets-DNA blk	12-LOX inh	Anesthetic bind
CC(C)=CCC/C(C)=C/C=N/NC(=O)c1ccccc1[N+](=O)[O-]	-5%	-9%	-5%	-0.1	-4%	17%	0%	-5%	?
Cc1oc2nc(SCC(=O)Nc3ccc(S(N)(=O)=O)cc3)nc(NC(=O)c3ccccc3)c2c1C	0%	-10%	-7%	1.1	1%	-27%	9%	-3%	-6%
CSc1cnnc2ccccc12	/	-9%	9%	/	/	/	-5%	-6%	/
COc1cccc(CCNS(=O)(=O)CCNC(=O)c2cccc(OC)c2)c1	/	0%	13%	-0.9	15%	/	-12%	16%	/
COCc1ccc(C(=O)OC(C)C(=O)Nc2c(C)n(C)n(-c3ccccc3)c2=O)cc1 (centres undefined)	/	-1%	30%[activator]	0.6	37%[activator]	/	1%	-2%	/
O=C(COc1ccc(Br)cc1)N1CCN(c2ncccn2)CC1	/	-3%	-7%	0.2	26%	/	-2%	3%	/
CCCCn1nc2cc(C(=O)NCc3ccc(OC)cc3)ccc2c1OCC	-5%	6%	17%	-0.3	-1%	4%	3%	-6%	-8%
O=C(NCCc1ccccc1)c1ccc(Cn2c(SCc3ccccc3)nc3cccnc32)cc1	-2%	-1%	3%	-0.7	/	-7%	0%	-11%	41%[activator]
CCOC(=O)c1c(C)n(C)c2ccc(OC(=O)c3ccc([N+](=O)[O-])cc3)cc12	4%	3%	31%[activator]	0.6	2%	8%	8%	-18%	13%
COCCCNC(=O)c1cc(OC)c(OC)c(OC)c1	2%	-13%	10%	0.0	-2%	0%	-5%	6%	-5%
COc1ccc([N+](=O)[O-])cc1NC(=O)C(C)OC(=O)c1cccnc1 (centres undefined)	-3%	-7%[60.1 µM]	23%	0.0	-5%	8%	-13%	-12%	-7%
COc1ccccc1CN(C)C(=O)c1ccc(S(=O)(=O)NCc2ccco2)cc1	/	1%	41%[activator]	3.9	21%	/	1%	474%[activator]	/
CC(C)CCNC(=O)c1cc(S(=O)(=O)N2CCc3ccccc32)cn1C	-1%	-3%	2%	-0.6	22%	1%	7%	21%	-5%
COc1cc2oc3ccccc3c2cc1N(CC(=O)N(C)C)S(=O)(=O)c1ccccc1	-4%	-3%	2%	1.4	11%	43%	7%	12%	0%
COc1ccc(/C(N)=N/OC(=O)c2cccc([N+](=O)[O-])c2C)cc1OC	-1%	-16%	12%	-0.5	-1%	7%	-3%	/	-6%
Cc1ccccc1Oc1nc2c(c(=O)n(C)c(=O)n2C)n1Cc1ccc(Br)cc1	-7%	-14%	2%	-1.1	/	-4%	-10%	-10%	5%
O=C(N/N=C/c1ccncc1)c1cc2ccccc2cc1O	2%	-5%	-3%	-0.3	13%	-24%	-8%	i	?
COc1ccc(N2C(=O)C(C)(C)C2c2c(O)ccc3ccccc23)cc1 (centres undefined)	-17%	0%	3%	1.0	26%	-17%	8%	?	2%
N#CC1(NC(=O)COc2ccc(C(N)=O)cc2)CCCC1	/	2%	18%	/	29%	/	6%	10%	/
COCC(=O)Nc1ccc(OCc2ccccc2)cc1	1%	-16%	32%[activator]	-0.2	-1%	-1%	-16%	?	-24%
Cc1cccc(-n2nnc(C(=O)NCc3ccccn3)c2N)c1	1%	5%	?	-0.2	5%	-24%	0%	9%	-2%
N#C/C(=N\Nc1cccc(F)c1)C(=N)N1CCCCCC1	0%	4%	15%	0.1	-2%	22%	2%	?	-12%
COc1ccc(Cl)cc1NC(=O)CN(C)C(=O)COc1ccccc1F	-3%	16%	32%	-0.3	6%	10%	-2%	-5%	-13%
O=C(NCC1CCCO1)c1nc2c(nnn2Cc2ccccc2Cl)c(=O)[nH]1 (centres undefined)	3%	-2%	27%	2.6	15%	12%	/	9%	2%
COc1cccc(C(=O)Nc2cc(S(=O)(=O)N3CCOCC3)ccc2N2CCOCC2)c1	/	-2%	-23%	/	/	/	-1%	1%	/

Other results.
SMILES	BLM helicase inh	POLK inh	POLI inh	TRHR ag	APE1 inh	Pol beta inh	ERG Ets-DNA blk	12-LOX inh	Anesthetic bind
COc1ccccc1-c1ccc(SCC(=O)NCCc2ccccc2)nn1	1%	10%	167%[activator]	-1.0	-1%	24%	-14%	3%	-22%
O=C(Nc1ccc(N2CCN(C(=O)c3ccccc3)CC2)c(Cl)c1)c1ncn[nH]1	-6%	-5%	20%	-0.3	-10%	?	13%	3%	-16%
CSc1ccccc1NC(=O)C1=CC(c2ccc3c(c2)OCO3)=NS(=O)(=O)N1C	-2%	-9%	21%	0.9	/	16%	5%	5%	4%
COc1ccc(NS(=O)(=O)c2ccc(NC(=O)c3ccc(Br)cc3)cc2)nn1	-4%	?	-3%	0.0	0%	6%	0%	-13%	-6%
Cc1ccc(NC(=O)C2CCC(=O)N2C(=O)OCc2ccccc2)cc1 (centres undefined)	-3%	-1%	26%	-0.2	6%	34%	-2%	4%	-11%
Cc1nc(NC(=O)CCCC(=O)Nc2nc(C)c(C)s2)sc1C	0%	-13%	8%	0.7	0%	-6%	5%	0%	-2%
